# GIRK2 activator: Activators of human GIRK2-containing channels; P48051; 34,000 tested, under 10 active; HEK293 GIRK2/NPY4 cells, thallium flux fluorescence; activation (% efficacy), % for hits at 37.5 µM;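 active means primary screen hit, no activity in plain HEK293 cells, and in GIRK2-only cells above 5% efficacy rising with concentration; inactive means the rest, including fluorescent compounds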;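 further: efficacy is normalized control-subtracted fluorescence 15 s after thallium addition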
# Target sequence (P48051 whole entry, looked up): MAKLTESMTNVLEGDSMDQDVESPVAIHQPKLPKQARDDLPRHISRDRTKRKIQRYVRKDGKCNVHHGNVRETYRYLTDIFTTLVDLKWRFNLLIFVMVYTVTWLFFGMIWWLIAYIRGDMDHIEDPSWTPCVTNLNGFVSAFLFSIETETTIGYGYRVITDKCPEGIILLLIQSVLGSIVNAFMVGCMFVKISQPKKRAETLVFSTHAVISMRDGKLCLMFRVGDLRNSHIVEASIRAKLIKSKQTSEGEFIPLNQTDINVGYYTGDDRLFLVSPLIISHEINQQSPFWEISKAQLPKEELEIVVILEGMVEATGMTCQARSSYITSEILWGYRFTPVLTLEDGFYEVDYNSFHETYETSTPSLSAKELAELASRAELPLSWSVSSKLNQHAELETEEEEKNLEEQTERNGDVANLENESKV
# Calls only; i = inactive. This is a subset; the hit share may differ from the screen's.
cpd	Structure	GIRK2 activator
1	O=C(CCN1C(=O)c2ccccc2S1(=O)=O)NCc1ccccc1Cl	i
2	CCOc1cc(S(=O)(=O)Nc2ncccc2C)ccc1F	i
3	CSc1ncccc1C(=O)NCC(O)c1sccc1C (configuration not stated)	i
4	O=C(NCCCc1ccccc1)Nc1ccccc1NC(=O)c1ccco1	i
5	CCCNc1nc2c(c(=O)n(C)c(=O)n2C)n1CC(O)COc1ccc2ccccc2c1 (configuration not stated)	i
6	O=C(CCSc1ccccc1)Nc1ccc2c(c1)CN(C(=O)c1cccs1)CC2	i
7	COc1ccc(NC(=O)Cn2cnc3nc(N4CCOCC4)ncc3c2=O)cc1	i
8	O=C(NC1(c2nc(-c3cnccn3)no2)CCCCC1)c1ccn[nH]1	i
9	O=C(/C=C/c1ccco1)NCCN1CCn2cc(OCc3ccccc3)c(=O)cc2C1=O	i
10	COc1ccc(C(CNC(=O)C(=O)NCc2ccccc2)N2CCOCC2)cc1 (configuration not stated)	i
11	COc1cc(OC)cc(C(=O)NCCOc2ccc(-c3cccs3)nn2)c1	i
12	COC(=O)Cn1c(=O)c2c(nc(-n3nc(C)cc3C)n2CC(C)C)n(C)c1=O	i
13	O=C(Cn1c(=O)cc(-c2nc(C3CC3)no2)c2ccccc21)NC1CCCCC1	i
14	CCOc1cccc2cc(C(=O)NCCCn3nc(-c4ccco4)ccc3=O)c(=O)oc12	i

# Along the list, as entered above.
# Compounds 2–11 in GIRK2 activator: i, i, i, i, i, i, i, i, i, i

# Some of the entries so far, with each value named:
3	CSc1ncccc1C(=O)NCC(O)c1sccc1C (configuration not stated)
  GIRK2 activator: i
4	O=C(NCCCc1ccccc1)Nc1ccccc1NC(=O)c1ccco1
  GIRK2 activator: i
5	CCCNc1nc2c(c(=O)n(C)c(=O)n2C)n1CC(O)COc1ccc2ccccc2c1 (configuration not stated)
  GIRK2 activator: i
6	O=C(CCSc1ccccc1)Nc1ccc2c(c1)CN(C(=O)c1cccs1)CC2
  GIRK2 activator: i
